GLS inhibitor: qHTS for Inhibitors of Glutaminase (GLS); Glutaminase kidney isoform, mitochondrial (Homo sapiens), O94925; GLS enzymatic activity, qHTS titration; Potency, µM (highest dose often 45.5 µM), without a hit: at the top dose activity change, negative = inhibition, usual class: inhibitors; hit rate 0.21% among 410,000
Target sequence (O94925 whole entry, looked up, canonical isoform): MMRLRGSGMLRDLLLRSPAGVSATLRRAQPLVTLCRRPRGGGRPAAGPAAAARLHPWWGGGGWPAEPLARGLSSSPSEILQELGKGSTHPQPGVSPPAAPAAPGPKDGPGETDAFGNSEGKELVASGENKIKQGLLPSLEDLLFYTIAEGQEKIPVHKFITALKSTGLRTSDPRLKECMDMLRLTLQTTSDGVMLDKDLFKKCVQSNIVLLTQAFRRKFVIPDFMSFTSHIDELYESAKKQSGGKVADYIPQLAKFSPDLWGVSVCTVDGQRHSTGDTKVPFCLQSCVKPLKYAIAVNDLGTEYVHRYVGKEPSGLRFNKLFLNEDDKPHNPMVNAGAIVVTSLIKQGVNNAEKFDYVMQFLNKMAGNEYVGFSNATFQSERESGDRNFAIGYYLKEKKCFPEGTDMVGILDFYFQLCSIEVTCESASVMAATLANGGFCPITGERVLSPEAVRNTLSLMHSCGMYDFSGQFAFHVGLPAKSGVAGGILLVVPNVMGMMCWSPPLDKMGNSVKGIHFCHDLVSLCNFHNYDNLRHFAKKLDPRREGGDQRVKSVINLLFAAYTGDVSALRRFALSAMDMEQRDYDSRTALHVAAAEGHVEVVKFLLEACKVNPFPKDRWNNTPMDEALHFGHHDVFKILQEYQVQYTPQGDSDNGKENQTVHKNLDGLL
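Human kidney-isoform GLS in 45 mM KH2PO4 pH 8.2, 0.02% Tween-20, with compound, started with 1mM L-Glutamine (added stock). Glutamate oxidase/HRP/Amplex red coupled fluorescence read at start and after 30 min at RT.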
ALOX12 inh: Primary qHTS assay for inhibitors of human arachidonate 12S-lipoxygenase (ALOX12): Round 2 | Polyunsaturated fatty acid lipoxygenase ALOX12 (Homo sapiens), P18054 | purified 12hLO, xylenol orange hydroperoxide absorbance | Potency, µM (top dose mostly 108 µM), for inactives: top-dose activity change, negative = inhibition, actives largely listed as inhibitors | hit rate 1.1% among 580,000 | AID 1671190, 2021
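Purified human 12hLO at 150 nM in 25 mM Hepes, 0.01% Triton X-100, pH 7.0, preincubated 15 min at room temperature with compound. Reaction started with 40 uM arachidonic acid, 30 min at room temperature. Hydroperoxide measured by Fe-xylenol orange, 573/405 nm absorbance ratio.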
Numbers without * were called inactive; ? = inconclusive. Calls follow the shape of the dose curve; as a rule, active = well fitted inhibition curve with a large enough effect; inconclusive = small, poorly fitted or top-dose-only effect, or another doubt; inactive = no such curve, though single readings can be large or run the other way. % is scaled to controls: 0 for no effect and ±100 for the full control effect; potency is read from the fitted curve at half-maximal effect.

SMILES	GLS inhibitor	ALOX12 inh
CC(C)C[C@H]1COc2cccc(N3CCC[C@H]3CO)c2S(=O)(=O)N1	14%	-2%
COCCCN1C(=O)C(CC(=O)NCCCN(C)C)CC(C(=O)N(C(C)C)C(C)C)=C1C (stereo not drawn)	5%	29%
COc1ccc(NC(=O)C2(C)CCN2Cc2ccc(OC)c3ccccc23)cc1OC (stereo not drawn)	4%	-23%
COc1cccc(C(O)c2nc(-c3cccc(C(F)(F)F)c3)cs2)c1 (stereo not drawn)	-1%	?
Cc1ccc(CN2C(=O)C(F)(F)Oc3ccccc32)cc1	3%	1%
Clc1cccc(Cc2c(-c3cccc(Br)c3)nc3ccc(Br)cn23)c1	-4%	0%
Cc1cc(-c2ccncc2)n2ncc(-c3ccccc3)c2n1	8%	?
CN(C)c1ccc(CNC(=O)C2Cc3c(-c4ccccc4Oc4ccccc4)ccnc3O2)cc1 (stereo not drawn)	17%	-9%
CCOC(=O)C1=CCN(S(=O)(=O)c2ccccc2)C1c1ccccc1 (stereo not drawn)	-2%	-13%
CCOC(=O)C1=C[C@@H](C(C)C)N(S(=O)(=O)c2ccc(C)cc2)[C@H]1c1ccccc1F	-5%	1%
CC[C@H](NC(=O)CC[C@H]1O[C@@H](n2cnc3c(NC(=O)c4ccccc4)ncnc32)[C@H](O)[C@@H]1O)c1ccccc1	26%	-13%
NC(=O)c1cccc(Nc2nc(C(N)CCc3ccccc3)cs2)n1 (stereo not drawn)	-6%	12%
CCCCNC(=O)C1(C)CCN1C(=O)c1ccc(OC)c(F)c1 (stereo not drawn)	-14%	8%
CC1(C(=O)Nc2ccc3c(c2)OCO3)CCN1C(=O)CC1CC1 (stereo not drawn)	-3%	-4%
CCC(=O)N1CCCC(C)(C(=O)Nc2ccc3scnc3c2)C1 (stereo not drawn)	-4%	-6%
OC[C@@H]1CN(Cc2cccs2)C[C@H](n2cnc3c(NCc4ccc(F)cc4)ncnc32)O1	-3%	-29%
O=C(NCc1ccc(F)cc1F)[C@@H]1CCCN1C(=O)[C@@H]1CCCN1C(=O)c1cccs1	-11%	-11%
CC1(C(=O)NS(=O)(=O)c2ccccc2Cl)CCN1C(=O)Cc1cccc2ccccc12 (stereo not drawn)	8%	-22%
CC(C)Oc1cc(F)ccc1-c1cc(C(=O)NCc2ccccc2)[nH]n1	0%	0%
CC(C)Nc1nc(Nc2ccccc2Cl)c2sccc2n1	-1%	-22%
Cc1nc2ccc(C(=O)Nc3ccc4c(c3)OCC(=O)N4)cn2c1N(C)C(=O)CCc1ccccc1	6%	3%
COc1ccc(S(=O)(=O)N2CCCCC2c2cc(C(=O)Nc3ccccc3)no2)cc1 (stereo not drawn)	3%	0%
CN1CCN(c2ccc(CNC(=O)C3(C)Cc4c(-c5ccc6c(c5)OCO6)ccnc4O3)cc2)CC1 (stereo not drawn)	25%	-29%
CCOC(=O)C1=CCN(S(=O)(=O)c2ccccc2Cl)C1c1ccc(C)cc1 (stereo not drawn)	-1%	-10%
CC(C)C[C@H]1CN(CCCC[C@H]2CNC(=O)C(=O)N2CC2CCCCC2)C(=O)C(=O)N1CCC1CCCCC1	-5%	-29%
CC(=O)Nc1cccc(-c2ccnc3c2CC(C(=O)NCCC(F)(F)F)O3)c1 (stereo not drawn)	9%	2%
CC(=O)Nc1cccc(NC(=O)c2cccc(Cl)c2)c1	-1%	-6%
CC(=O)Nc1cc(-c2cccnc2)cn2c(-c3cccc(C(F)(F)F)c3)cnc12	1%	-19%
CC(C)(C)n1nnnc1C(c1ccccc1)N1CCN(C(=O)c2ccco2)CC1 (stereo not drawn)	3%	3%
Cc1ccc(-c2nc3ccc(Br)cn3c2Cc2cccc(Cl)c2)cc1	3%	?
CNc1cncc(-c2ccc(F)c(F)c2)n1	5%	-17%
COc1cccc(C(=O)N2CCC[C@H]2C(=O)N2CCC[C@H]2C(=O)N[C@H](C)c2ccccc2)c1	13%	-4%
O=C(c1cc(C2CCCCN2C(=O)OCCF)on1)N1CCOCC1 (stereo not drawn)	-3%	8%
c1cc(-c2ccc3nncn3c2)ccc1CN1CCOCC1	6%	-22%
NC(=O)c1ccc(NCCc2ccco2)cc1	6%	-15%
CC(C)c1ccc(C(=O)N2CCOCC2c2cc(C(=O)Nc3ccccc3)no2)cc1 (stereo not drawn)	15%	0%
COc1ccc(C(N)c2csc(NC(=O)Nc3ccccc3C(C)(C)C)n2)cc1 (stereo not drawn)	-6%	-27%
CCOC(=O)[C@]12CCC=C1N(Cc1ccccc1)C(=O)[C@H](CC(=O)NCCc1ccccc1OC)C2	11%	5%
Fc1cccc(Cc2c(-c3cccc(Br)c3)nc3ccc(Br)cn23)c1	-7%	?
COc1cccc(C(NC(C)=O)c2nc(-c3ccc(N(C)C)cc3)cs2)c1 (stereo not drawn)	1%	-1%
CCCC(=O)N1CCC1(C)C(=O)NS(=O)(=O)c1ccc(C)cc1 (stereo not drawn)	-28%	-18%
CCCc1nc2c3ccccc3ccn2c1Cc1cccc(Cl)c1	0%	?
CCNC(=O)C1CCCN(C(=O)c2ccc(OC)cc2OC)CC1 (stereo not drawn)	12%	7%
COc1ccccc1NC(=O)Nc1nc(C(N)C2CCCCC2)cs1 (stereo not drawn)	5%	6%
Cc1ccc2nc(-c3cccc(Br)c3)c(Cc3ccccc3C(F)(F)F)n2c1	?	-5%
Nc1[nH]c(C(=O)c2ccc(Br)cc2)c(-c2ccc(Br)cc2)c1C(=O)NCCc1c[nH]c2ccccc12	-1%	-49%
CCc1nc2ccc(C(=O)NCc3ccc(OC)cc3)cn2c1N(CC)CCOC	2%	5%
O=c1[nH][nH]c2c1C(c1ccc(Cl)c(Cl)c1)OC(CCc1ccccc1)C2 (stereo not drawn)	5%	?
Cc1cc2nc(C3CCCCC3)c(Cc3cccc(F)c3)n2c(C)c1Br	1%	?
CCCNC(=O)C1(C)CCN(Cc2noc(-c3ccccc3OC)n2)C1 (stereo not drawn)	1%	?
CCNC(=O)C1CCCN(Cc2ccc(OCc3ccccc3)cc2)CC1 (stereo not drawn)	-1%	?
CC(=O)Nc1cccc2cc(S(=O)(=O)O)ccc12	?	-10%
CCc1nc2c(OCc3cccc(OC)c3)cccn2c1N(C)C(=O)c1ccccc1F	6%	-4%
C[C@@H]1CN([C@H](C)CO)C(=O)CCCn2cc(nn2)CO[C@H]1CN(C)S(=O)(=O)c1ccc(F)cc1	2%	-7%
COc1ccc(Cl)cc1-c1cc(C(=O)NCc2cccc(C(F)(F)F)c2)[nH]n1	-2%	2%
CCc1nc2ccc(C(=O)NCCc3ccccn3)cn2c1N(C)Cc1ccc(N(C)C)cc1	4%	6%
OC[C@@H]1CN(Cc2ccco2)C[C@H](n2cnc3c(NC4CCC4)ncnc32)O1	-2%	-22%
COc1cc(F)ccc1-c1csc(C(O)c2ccc(F)c(F)c2)n1 (stereo not drawn)	5%	?
OC(c1ccccc1)c1ncc(-c2ccc(C(F)(F)F)cc2)[nH]1 (stereo not drawn)	10%	2%
CCC(c1nnnn1-c1ccc2c(c1)OCCO2)N1CCN(c2ccccc2OC)CC1 (stereo not drawn)	18%	6%

Next entries.
SMILES	GLS inhibitor	ALOX12 inh
COC(=O)c1cc(C)nc(Nc2nc(C(N)Cc3ccc(Cl)cc3)cs2)n1 (stereo not drawn)	9%	?
C=CCN(CC=C)Cc1cc(=O)oc2cc(C)c(C)cc12	15%	?
CC1=C(C(=O)N(C(C)C)C(C)C)CC(CC(=O)NC(c2ccccc2)c2ccccc2)C(=O)N1Cc1ccc(C(C)(C)C)cc1 (stereo not drawn)	-7%	-4%
CC(C)C[C@H]1CN([C@@H](CC(C)C)CN2CCC[C@H]2CN2C(=O)C(=O)NC[C@@H]2Cc2ccccc2)C(=O)C(=O)N1CCc1ccccc1	6%	-9%
CCN1CCN(C(C(=O)NC2CCCCC2)c2cc3ccccc3o2)CC1 (stereo not drawn)	-1%	?
CCN(CC)C(=O)c1cccc(-c2csc(C(NC(C)=O)c3ccc(F)c(F)c3)n2)c1 (stereo not drawn)	2%	-4%
COc1cc(NC(=O)c2ccc(-c3ccnn3C)c3ccoc23)cc(OC)c1OC	?	-14%
COC(=O)c1cccc(CN2C(=O)C(C)Sc3ccc(C#N)cc32)c1 (stereo not drawn)	0%	2%
Cc1cccc(C)c1-n1nnnc1C(c1ccnc2ccccc12)N(CCC#N)Cc1ccccc1 (stereo not drawn)	-1%	0%
CCN(CC)c1cc2c(c3c1ccn3C)C1CCC2C1 (stereo not drawn)	27%	?
CCc1nc2ccc(C(=O)NC(C)(C)C)cn2c1N(CC)Cc1cccc(Br)c1	24%	6%
Cc1cc2c(cc1C)N1C(=O)c3cc4ccccc4cc3NC(=O)C1C(=O)N2 (stereo not drawn)	4%	?
CCOC(=O)C1(C)CCCN(C(=O)c2ccc3snnc3c2)C1 (stereo not drawn)	5%	-13%
CC1(c2nnnn2Cc2ccccc2)CCC(=O)N1CCc1ccc(O)cc1 (stereo not drawn)	-3%	-44%
CC1=C(C(=O)N2CCCCCC2)CC(CC(=O)NCCc2ccccn2)C(=O)N1Cc1ccccc1 (stereo not drawn)	-1%	-1%
Nc1nc2c(ncn2[C@@H]2O[C@H](CNCc3ccc(F)c(N4CCOCC4)c3)[C@@H](O)[C@H]2O)c(=O)[nH]1	4%	9%
OC(c1ccc(Cl)c(Cl)c1)c1ncc(-c2ccccc2Cl)[nH]1 (stereo not drawn)	1%	-3%
CC1(C(=O)NS(=O)(=O)c2ccc(C#N)cc2)CCN1C(=O)CC1CCCC1 (stereo not drawn)	8%	?
CC1(C(=O)Nc2ccc3c(c2)OCO3)CCN1Cc1ccccc1OC(F)F (stereo not drawn)	6%	-22%
CCn1nccc1NC(=O)c1csc([C@@H]2O[C@H](CO)[C@H](O)[C@H](O)[C@H]2O)n1	-3%	?
CCc1nc2c(OCCC3CCCCC3)cccn2c1N(C=O)Cc1ccccc1	0%	-22%
O=C(NCc1cccnc1)c1ccc(-c2ccc(F)c(F)c2)c2ccoc12	6%	-28%
CCCCNC(=O)C1c2ccccc2OCC(=O)N1CCc1ccc(OC)c(OC)c1 (stereo not drawn)	-3%	-1%
O=NN(Cc1cccnc1)Cc1cccnc1	-3%	-9%
COC(=O)[C@]12CCCCC=C1N(Cc1ccco1)C(=O)[C@H](CC(=O)NCc1ccccc1)C2	0%	43%
Nc1[nH]c(C(=O)c2ccccc2)c(-c2ccc(C(F)(F)F)cc2)c1C(=O)NCc1ccc(Cl)cc1Cl	2%	-29%
O=C(NCC1CCCCC1)c1csc([C@@H]2C[C@H](O)[C@@H](CO)O2)n1	-19%	7%
CC(C)C[C@H]1CN(CCCC[C@H]2CNC(=O)C(=O)N2CCc2ccccc2)C(=O)C(=O)N1Cc1ccccc1	8%	0%
CCc1nc2c(OCC3CCCCC3)cccn2c1N(C)C(=O)c1ccc(C)cc1	-4%	?
CC(=O)Nc1ccc(C(C)=NNC(=O)C2CCCC2)cc1	0%	17%
O=S1(=O)C=C[C@H](COCc2ccccc2)N1	-7%	-24%
O=C(CC[C@H]1O[C@@H](n2ccc(=O)[nH]c2=O)[C@H](O)[C@@H]1O)N[C@@H](Cc1ccccc1)C(=O)NCC1CCCCC1	7%	-5%
COCCNC(=O)c1cc2c(c(-c3cccc(C#Cc4ccc(OC)c(OC)c4)c3)n1)[C@H](CCO)N(S(=O)C(C)(C)C)C2 (stereo partly drawn)	5%	-26%
Cc1ccccc1S(=O)(=O)N(C)C[C@H]1OCc2cn(nn2)CCCC(=O)N([C@@H](C)CO)C[C@@H]1C	11%	0%
CCC(=O)N1Cc2cc(C(=O)Nc3nccs3)nc(-c3cccc(-c4ccccc4OC)c3)c2[C@@H]1CCO	-2%	-1%
CS(=O)(=O)Nc1cccc(NC(=O)c2ccc(-n3ccnc3)c3ccoc23)c1	-1%	10µM*
COC(=O)c1ccc2nc(-c3ccccc3)c(Cc3ccc(C)cc3)n2c1	2%	-181%

6 entries out of the list above, sorted by the number in GLS inhibitor, largest number first:
SMILES	GLS inhibitor	ALOX12 inh
Cc1ccccc1S(=O)(=O)N(C)C[C@H]1OCc2cn(nn2)CCCC(=O)N([C@@H](C)CO)C[C@@H]1C	11%	0%
O=C(CC[C@H]1O[C@@H](n2ccc(=O)[nH]c2=O)[C@H](O)[C@@H]1O)N[C@@H](Cc1ccccc1)C(=O)NCC1CCCCC1	7%	-5%
COCCNC(=O)c1cc2c(c(-c3cccc(C#Cc4ccc(OC)c(OC)c4)c3)n1)[C@H](CCO)N(S(=O)C(C)(C)C)C2 (stereo partly drawn)	5%	-26%
COC(=O)c1ccc2nc(-c3ccccc3)c(Cc3ccc(C)cc3)n2c1	2%	-181%
CS(=O)(=O)Nc1cccc(NC(=O)c2ccc(-n3ccnc3)c3ccoc23)c1	-1%	10µM*
O=S1(=O)C=C[C@H](COCc2ccccc2)N1	-7%	-24%

These rows are one share of the data; the hit share may differ from the screen's.
